CIT2-GFP yeast – modulators of TOR pathway CIT2-GFP in S. cerevisiae | S. cerevisiae CIT2-GFP strain, flow cytometry, 3 h; 100 means same as DMSO wells | actives 0.065% (n = 320,000) | GFP response vs DMSO, % at 10 µM;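 active = GFP response relative to DMSO above a set limit, near the screen mean plus 3 SD, cut at about 150% in these data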;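 note: ratio of well median GFP fluorescence to mean of DMSO wells on the plate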
procasp3 activ – procaspase-3 (human) activation. AID 463141. actives 0.11% (n = 330,000). activation, % at 8.5 µM. recombinant procaspase-3 D3A, Ac-DEVD-pNA absorbance 405 nm;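 active = activation above the mean of all tested compounds plus 3 SD, cut at about 21% in these data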;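 note: 0% = DMSO alone and 100% = DMSO wells spiked with extra 5 µM PC-3 D3A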
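Assay system – Procaspase-3 D3A mutant · Benchmarks – DMSO low control, extra-enzyme high control · Technique – 405 nm absorbance of p-nitroaniline, reads at 0 and 120 min · Doses – 8.5 µM nominal · Measure – % activation between DMSO and enzyme-spiked controls · Also added – Ac-DEVD-pNA chromogenic peptide substrate · Schedule – 1 h compound preincubation, 2 h substrate hydrolysis at 25 °C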
AHR act – activators of human aryl hydrocarbon receptor | P35869 | AHR-responsive luciferase reporter cells, luminescence | activation, % at 5 µM | actives 2.5% (n = 320,000) | AID 2796; in the data active = activation above about 47%;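 note: 0% = vehicle wells and 100% = reference agonist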
Target sequence (P35869 whole entry, looked up): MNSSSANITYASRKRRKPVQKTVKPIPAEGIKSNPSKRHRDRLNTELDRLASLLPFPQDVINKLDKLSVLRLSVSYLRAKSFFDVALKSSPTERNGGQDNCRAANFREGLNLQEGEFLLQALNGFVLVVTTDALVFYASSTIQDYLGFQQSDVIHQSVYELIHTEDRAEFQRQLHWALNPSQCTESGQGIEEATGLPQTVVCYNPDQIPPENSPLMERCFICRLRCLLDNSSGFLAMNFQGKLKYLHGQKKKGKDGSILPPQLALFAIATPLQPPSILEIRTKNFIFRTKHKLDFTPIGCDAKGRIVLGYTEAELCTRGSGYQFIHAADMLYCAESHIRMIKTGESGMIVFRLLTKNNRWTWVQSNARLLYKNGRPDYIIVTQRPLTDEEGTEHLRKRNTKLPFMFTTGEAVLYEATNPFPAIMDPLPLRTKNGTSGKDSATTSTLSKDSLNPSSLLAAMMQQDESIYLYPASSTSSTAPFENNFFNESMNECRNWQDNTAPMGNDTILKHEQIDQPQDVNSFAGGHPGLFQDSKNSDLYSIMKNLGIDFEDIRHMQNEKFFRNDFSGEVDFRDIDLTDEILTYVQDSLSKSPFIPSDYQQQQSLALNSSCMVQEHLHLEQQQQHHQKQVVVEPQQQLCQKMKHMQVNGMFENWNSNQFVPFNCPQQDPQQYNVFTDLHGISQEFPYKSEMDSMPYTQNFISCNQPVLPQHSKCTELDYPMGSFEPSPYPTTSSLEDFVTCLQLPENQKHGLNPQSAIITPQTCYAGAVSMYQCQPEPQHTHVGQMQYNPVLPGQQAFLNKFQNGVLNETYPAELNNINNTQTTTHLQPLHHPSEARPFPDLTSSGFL
proCasp7 act – counter-screen for procaspase-3 activators: activators of human procaspase-7 | AID 463210 | recombinant procaspase-7, Ac-DEVD-pNA absorbance 405 nm; D23A/D198A/D206A triple mutant, cannot self-cleave; scale: DMSO 0, 5 µM enzyme 100 | P55210 | activation, % at 8.5 µM | actives 0.093% (n = 330,000);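 active = percent activation above the screen-wide mean plus 3 SD, cut at about 25% in these data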
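Material: Procaspase-7 triple mutant (PC-7 D3A) | Quantity: 2 µM procaspase-7 mutant as dispensed | Reagent: DEVD-pNA substrate | Times: 1 h preincubation, 2 h reaction | Technique: 405 nm absorbance of p-nitroaniline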
MEP2-GFP yeast – alters MEP2-GFP fluorescence in TOR pathway yeast screen | S. cerevisiae MEP2-GFP strain, flow cytometry GFP, 3 h; 100% = DMSO control level | GFP response vs DMSO, % at 10 µM | actives 0.51% (n = 330,000);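 active = GFP response versus DMSO above a set limit, roughly screen mean plus 3 SD, cut at about 180% in these data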;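 note: median GFP fluorescence of the barcode-gated MEP2-GFP cells per well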
LAP4 TOR yeast – yeast TOR pathway LAP4-GFP modulation; AID 2023; GFP response vs DMSO, % at 10 µM; S. cerevisiae LAP4-GFP multiplex, flow cytometry GFP, 3 h; median GFP as percent of DMSO wells; actives 0.34% (n = 320,000);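 active = GFP response vs DMSO above a set limit, about the screen mean plus 3 SD, cut at about 150% in these data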
AGP1-GFP MLPCN – yeast TOR pathway AGP1-GFP modulation; S. cerevisiae AGP1-GFP multiplex flow cytometry, 3 h; GFP as percent of DMSO wells; GFP response vs DMSO, % at 10 µM; actives 0.02% (n = 320,000);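 active = GFP response relative to DMSO above a set limit, near screen average plus 3 SD, cut at about 150% in these data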;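 note: median GFP channel fluorescence of the gated AGP1 strain per well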
RPL19A TOR yeast – yeast TOR pathway RPL19A-GFP modulation. S. cerevisiae RPL19A-GFP strain, flow cytometry, 3 h; active compounds read low. percent response vs DMSO, % at 10 µM. actives 0.3% (n = 330,000);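 active = percent response vs DMSO below 50%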;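 note: median channel GFP fluorescence of the barcoded RPL19A-GFP strain; ratio of sample median GFP to plate DMSO average so 100% = DMSO; lower means less RPL19A-GFP as with rapamycin TOR inhibition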
The depositor's hits bear a star; / = no result given; & = joins results of further samples. Only part of the results is shown, so the mix of outcomes need not match the whole.

SMILES | CIT2-GFP yeast | procasp3 activ | AHR act | proCasp7 act | MEP2-GFP yeast | LAP4 TOR yeast | AGP1-GFP MLPCN | RPL19A TOR yeast
C1CCC(C(CC2CCCCN2)C2CCCCC2)CC1 (stereo unspecified) | 127&78 | -5&-3 | 1&-3 | 2&-2 | 108&90 | 115&99 | 105&82 | 98&96
CC[n+]1c(C)sc2cc(OC)ccc21 | 101 | -13 | 2 | -36 | 102 | 92 | 99 | 101
Cc1ccc(CN2CCN(Cc3cccc4nccnc34)CC2CCO)cc1 (stereo unspecified) | 74 | -1 | -1 | 2 | 97 | 95 | 102 | 93
CN(C)CCOC(C)(c1ccccc1)c1ccccn1 (stereo unspecified) | 80 | 5 | -3 | -4 | 102 | 126 | 89 | 99
CC(=O)OCC1=C[C@@H]2OC(=O)C3=CO[C@@H](O[C@@H]4O[C@H](CO)[C@@H](O)[C@H](O)[C@H]4O)[C@H]1[C@@H]32 | 101 | 2 | -4 | 9 | 98 | 91 | 97 | 97
C=CC1=C(C(=O)O)N2C(=O)[C@@H](NC(=O)/C(=N\O)c3csc(N)n3)[C@H]2SC1 (stereo in doubt) | 94 | -7 | 2 | -6 | 95 | 105 | 97 | 103
OC(C#CCN1CCCC1)(c1ccccc1)c1ccccc1 | 99 | 9 | 0 | -5 | 102 | 104 | 105 | 103
CC[N+](C)(CC)CCOC(=O)C(O)(c1ccccc1)C1CCCCC1 (stereo unspecified) | 83 | 7 | 9 | 4 | 95 | 115 | 83 | 95
CCC(C)n1ncn(-c2ccc(N3CCN(c4ccc(OCC5COC(Cn6cncn6)(c6ccc(Cl)cc6Cl)O5)cc4)CC3)cc2)c1=O (stereo unspecified) | 89 | 0 | -2 | -1 | 102 | 99 | 100 | 106
CN1CCN(C(c2ccccc2)c2ccccc2)CC1 | 88 | -4 | 0 | 0 | 97 | 94 | 94 | 96
COc1cc2c(c(OC)c1OC)-c1c(cc3c(c1OC)OCO3)[C@@H](OC(C)=O)[C@H](C)[C@H](C)C2 | 109 | 9 | -1 | 6 | 95 | 127 | 95 | 104
CCN(CC)CCNC(=O)c1cc(Cl)c(N)cc1OC | 80 | 7 | 2 | -3 | 96 | 105 | 86 | 96
CC(COc1ccccc1)NC(C)C(O)c1ccc(O)cc1 (stereo unspecified) | 86 | 1 | -1 | 3 | 98 | 130 | 88 | 97
C[C@]12CCC(=O)C=C1CC[C@@H]1[C@@H]2CC[C@@]2(C)[C@H]1CC[C@]2(O)C(=O)CO | 78 | 2 | 0 | -4 | 97 | 123 | 87 | 102
c1ccc(CC2=NCCN2)cc1 | 98 | 1 | -3 | 4 | 96 | 103 | 89 | 98
O=C(CCNNC(=O)c1ccncc1)NCc1ccccc1 | 78 | 11 | 0 | 1 | 104 | 131 | 85 | 102
CCN(CC)CCOC(=O)C1(c2ccccc2)CCCC1 | 104 | 4 | -2 | 4 | 95 | 98 | 100 | 99
CC1(C)Cc2c(sc(NC(=S)NC(=O)c3ccccc3)c2C(=O)O)CO1 | 97 | -10 | -2 | -3 | 104 | 104 | 103 | 99
O=C(NCCc1c[nH]c2ccccc12)c1cccnc1 | 86 | -6 | 27 | -15 | 94 | 111 | 90 | 98
CCCCCCO | 86 | 8 | 1 | 6 | 100 | 112 | 100 | 100
NC(=O)c1cccc(-c2cc(Nc3ccc(OC(F)(F)F)cc3)ncn2)c1 | 95 | 0 | -12 | 3 | 91 | 102 | 85 | 94
CC(C(=O)O)c1ccc(C(=O)c2cccs2)cc1 (stereo unspecified) | 108 | -1 | -2 | 4 | 86 | 108 | 89 | 99
Cc1c(NC(=O)c2cccnc2)c(=O)n(-c2ccccc2)n1C | 101 | 6 | -1 | 7 | 100 | 104 | 110 | 98
O=C(c1ccc(F)cc1)C1CCN(CCn2c(=O)[nH]c3ccccc3c2=O)CC1 | 111&90 | 12&16 | -4&-6 | 8&1 | 107&96 | 101&90 | 110&97 | 106&99
Cc1cc(-c2ccccc2)nnc1NCCN1CCOCC1 | 77 | 3 | -1 | 9 | 86 | 95 | 79 | 85
CCCn1cnc2c1c(=O)n(CCCCC(C)=O)c(=O)n2C | 96 | 4 | -1 | 1 | 100 | 105 | 98 | 105
CN1CCN(CCC(=O)N2c3ccccc3Sc3ccc(C(F)(F)F)cc32)CC1 | 100 | 1 | 0 | -3 | 97 | 97 | 100 | 98
CN1CCOC(c2ccccc2)c2ccccc2C1 (stereo unspecified) | 108 | 7 | -4 | -6 | 95 | 112 | 99 | 102
Cc1nc2ccccn2c(=O)c1CCN1CCC(C(=O)c2ccc(F)cc2)CC1 | 90 | 3 | -2 | 3 | 94 | 94 | 96 | 101
CC(=O)c1ccc(S(=O)(=O)NC(=O)NC2CCCCC2)cc1 | 81 | 10 | -2 | 6 | 102 | 103 | 83 | 99
Cc1cc(Nc2cc(N3CCN(C)CC3)nc(Sc3ccc(NC(=O)C4CC4)cc3)n2)n[nH]1 | 84 | -2 | 1 | -2 | 97 | 109 | 92 | 102
CC(=O)NC(Cc1ccccc1)C(=O)O (stereo unspecified) | 93 | 1 | -1 | 0 | 107 | 103 | 99 | 96
COc1ccccc1N1CCN(CCCNc2cc(=O)n(C)c(=O)n2C)CC1 | 95 | 3 | -3 | 0 | 95 | 99 | 98 | 98
CCc1cc(=O)oc2c(CNC(Cc3ccccc3)C(=O)O)c(O)ccc12 (stereo unspecified) | 96 | 2 | -1 | 2 | 107 | 100 | 103 | 97
COc1ccc(C(=O)NCc2ccc(OCCN(C)C)cc2)cc1OC | 98 | 1 | 0 | 8 | 102 | 107 | 102 | 103
CC12CCC(CC1)C(C)(C)O2 | 107 | -7 | 1 | 1 | 109 | 112 | 111 | 105
CCOC(=O)c1ccc(N)cc1 | 80 | 6 | -4 | -4 | 101 | 112 | 90 | 103
CCOc1ccc(NC(=O)Cn2cc(C(=O)c3ccco3)c3ccccc32)cc1 | 114 | -7 | 10 | -3 | 103 | 100 | 111 | 106
CCOc1ccc(C(=O)OCCN(CC)CC)cc1 | 93 | 4 | -2 | 3 | 98 | 97 | 99 | 99
Cn1c(=O)c2c(ncn2CC2OCCO2)n(C)c1=O | 97 | 8 | 1 | 3 | 97 | / | 100 | 90
OCCN1CCN(CCCN2c3ccccc3Sc3ccc(Cl)cc32)CC1 | 85 | 7 | 8 | 10 | 98 | 126 | 92 | 100
CC(=O)Nc1ccc(C(=O)O)cc1 | 97 | 3 | -1 | 9 | 97 | 91 | 104 | 101
CCCNC(C)C(=O)Nc1c(C)csc1C(=O)OC (stereo unspecified) | 97 | -6 | -3 | -3 | 108 | 106 | 95 | 94
O=C(CCN1CCC(c2ccccc2)C1)c1ccc2c(c1)OCCO2 (stereo unspecified) | 123 | -22 | -1 | -30 | 103 | 119 | 97 | 105
COc1ccc(/C=C/C(=O)Nc2ccccc2C(=O)O)cc1OC | 113 | -1 | -8 | 2 | 100 | 99 | 104 | 102

Among those listed so far, seven contain a halogen.
SMILES | CIT2-GFP yeast | procasp3 activ | AHR act | proCasp7 act | MEP2-GFP yeast | LAP4 TOR yeast | AGP1-GFP MLPCN | RPL19A TOR yeast
CCC(C)n1ncn(-c2ccc(N3CCN(c4ccc(OCC5COC(Cn6cncn6)(c6ccc(Cl)cc6Cl)O5)cc4)CC3)cc2)c1=O (stereo unspecified) | 89 | 0 | -2 | -1 | 102 | 99 | 100 | 106
CCN(CC)CCNC(=O)c1cc(Cl)c(N)cc1OC | 80 | 7 | 2 | -3 | 96 | 105 | 86 | 96
NC(=O)c1cccc(-c2cc(Nc3ccc(OC(F)(F)F)cc3)ncn2)c1 | 95 | 0 | -12 | 3 | 91 | 102 | 85 | 94
O=C(c1ccc(F)cc1)C1CCN(CCn2c(=O)[nH]c3ccccc3c2=O)CC1 | 111&90 | 12&16 | -4&-6 | 8&1 | 107&96 | 101&90 | 110&97 | 106&99
CN1CCN(CCC(=O)N2c3ccccc3Sc3ccc(C(F)(F)F)cc32)CC1 | 100 | 1 | 0 | -3 | 97 | 97 | 100 | 98
Cc1nc2ccccn2c(=O)c1CCN1CCC(C(=O)c2ccc(F)cc2)CC1 | 90 | 3 | -2 | 3 | 94 | 94 | 96 | 101
OCCN1CCN(CCCN2c3ccccc3Sc3ccc(Cl)cc32)CC1 | 85 | 7 | 8 | 10 | 98 | 126 | 92 | 100
